FLuc modulator = qHTS profiling assay for firefly luciferase inhibitor/activator using purifed enzyme and Km concentrations of substrates (counterscreen for miR-21 project) | Luciferin 4-monooxygenase (Photinus pyralis), P08659 | purified FLuc, Km substrates, luminescence inhibition | Potency, µM (highest dose often 57.5 µM), for inactives: top-dose activity change, negative = inhibition, hits mostly inhibitors | 360,000 compounds, 6.9% hits | AID 588342, 2011;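 further: potency means the concentration at half of the fitted maximal effect; plate controls were vehicle for no effect and reference inhibitor for full effect; nearly all actives have a fitted effect of over 55% in size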
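Biochemical qHTS of compounds, final roughly 60 µM downward over six points, against 10 nM purified firefly luciferase using Km concentrations of substrates (10 uM D-luciferin, 10 uM ATP) in Tris acetate pH 7.5 buffer; luminescence output.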
Gal4-VP16 FLuc = VP16 counterscreen qHTS for inhibitors of ROR gamma transcriptional activity; Drosophila S2 Gal4-VP16 UAS-luciferase, luminescence, 20 h; Potency, µM (top dose mostly 53.6 µM), for inactives: top-dose activity, negative = inhibition, usual class: inhibitors; 310,000 compounds, 3.5% hits;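 further: Gal4-VP16 expression switched on by copper sulfate through the metallothionein promoter; potency means the concentration at half of the fitted maximal effect; on the % scale 0 is the no-effect control and ±100 the full control effect; nearly all actives have a fitted effect of over 50% in size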
RORgamma inh = qHTS for inhibitors of ROR gamma transcriptional activity; Nuclear receptor ROR-gamma (Mus musculus), P51450; Drosophila S2 Gal4-RORgamma UAS-luciferase reporter, 20 h; Potency, µM (top dose mostly 53.6 µM), inactives show top-dose activity change, negative = inhibition, usual class: inhibitors; 310,000 compounds, 5.4% hits; AID 2551, 2010; further: potency means the concentration at half of the fitted maximal effect; on the % scale 0 is the no-effect control and ±100 the full control effect; nearly all actives have a fitted effect of over 60% in size
Target sequence (P51450 whole entry, looked up, the tested form may be a part): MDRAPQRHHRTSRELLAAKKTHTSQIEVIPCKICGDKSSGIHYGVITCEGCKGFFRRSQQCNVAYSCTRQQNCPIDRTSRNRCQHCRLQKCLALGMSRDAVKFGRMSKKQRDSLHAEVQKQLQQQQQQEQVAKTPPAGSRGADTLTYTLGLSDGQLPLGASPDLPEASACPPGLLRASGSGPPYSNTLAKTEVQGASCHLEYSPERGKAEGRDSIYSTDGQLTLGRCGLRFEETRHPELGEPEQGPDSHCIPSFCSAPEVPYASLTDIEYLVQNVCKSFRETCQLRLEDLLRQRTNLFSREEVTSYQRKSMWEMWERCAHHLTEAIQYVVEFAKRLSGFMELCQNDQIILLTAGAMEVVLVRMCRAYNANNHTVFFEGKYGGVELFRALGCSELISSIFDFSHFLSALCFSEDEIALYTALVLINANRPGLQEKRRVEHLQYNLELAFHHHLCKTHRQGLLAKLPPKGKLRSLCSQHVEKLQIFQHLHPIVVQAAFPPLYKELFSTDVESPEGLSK
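Drosophila S2 cells stably expressing Gal4-DBD/mouse RORγ fusion under metallothionein promoter plus UAS-luciferase; compound 1 h, then 700 uM CuSO4 induction for 20 h at ambient temperature; inhibition read as reduced luminescence.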
PKM2 activator = qHTS Assay for Activators of Human Muscle isoform 2 Pyruvate Kinase; Pyruvate kinase PKM (Homo sapiens), P14618; purified PKM2, Kinase-Glo ATP luminescence, activation; response scale: 0% is enzyme alone, no compound; Potency, µM (titrated, usually from 57.5 µM), inactives show at the top dose activation, most hits filed as activators; 260,000 compounds, 0.34% hits; AID 1631, 2009; further: potency means the concentration at half of the fitted maximal effect; on the % scale 0 is the no-effect control and ±100 the full control effect; nearly all actives have a fitted effect of over 55% in size
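Kinase-Glo luminescence reports ATP generated from ADP (0.1 mM) and PEP (0.5 mM) by purified hPK-M2 after 1 h at room temperature, pH 7.2 imidazole buffer; intermediate enzyme activity allows detecting inhibitors and activators.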
ELG1 DNA repair = qHTS screen for small molecules that inhibit ELG1-dependent DNA repair in human embryonic kidney (HEK293T) cells expressing luciferase-tagged ELG1; HEK293T ELG1-luciferase reporter, luminescence, 16 h; DNA damage induced by 5-fluorouridine; Potency, µM (doses to about 46.1 µM), for inactives: at the highest dose activity change, negative = inhibition, actives largely listed as inhibitors; 330,000 compounds, 2.3% hits; further: potency means the concentration at half of the fitted maximal effect; on the % scale 0 is the no-effect control and ±100 the full control effect; nearly all actives have a fitted effect of over 55% in size
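In this reporter screen, reduction of luminescence relative to DMSO vehicle indicated activity. Compounds and 5-fluorouridine were added together to 2,000 cells per well, incubated for 16 hr at 37 °C, then developed with ONE-Glo.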
KCNH2 3.1 block = qHTS for Inhibitors of KCHN2 3.1: Mutant qHTS; Potassium voltage-gated channel subfamily H member 2, brain isoform KCNH2 3.1 (human); U2OS KCNH2 3.1, thallium flux FluxOr; stronger effect = lower value; activity change, % (tested at about 1.8 µM); 340,000 compounds, 0.95% hits;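 active means maximum activity change below -70%; inconclusive means maximum activity change from -70% to -50%; inactive means maximum activity change above -50%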;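 further: thallium influx rate constant from kinetic fluorescence after stimulation buffer; on the % scale 0 is the no-effect control and ±100 the full control effect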
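FluxOr-based Tl+ influx in U2OS cells transduced with KCNH2 3.1 virus; rate constants normalized to DMSO controls.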
Mito fusion act = qHTS Assay for Small Molecule Inhibitors of Mitochondrial Division or Activators of Mitochondrial Fusion; S. cerevisiae fusion-defective mutant growth rescue, CellTiterGlo 48 h; 320,000 compounds, 0.23% hits; Potency, µM (highest dose often 46.1 µM), for the others: at the highest dose growth rescue (activation), most hits filed as activators;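 further: potency means the concentration at half of the fitted maximal effect; % of control where 0% means no effect; nearly all actives have a fitted effect of over 45% in size; temperature-sensitive fusion mutants such as fzo1-1 at 37 °C on non-fermentable ethanol glycerol medium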
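Compounds are tested for their ability to restore growth of mitochondrial fusion-defective yeast strains at non-permissive 37C in YPEG medium over 48 hours. Viability is quantified by luciferase luminescence.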
Menin-MLL TR inh = qHTS Assay for Inhibitors Targeting the Menin-MLL Interaction in MLL Related Leukemias: Competition With Texas Red Labeled MLL-derived Mutant Peptide; O00255; Potency, µM (series often up to 61.6 µM), for inactives: at the top dose FP activity change, negative = inhibition, hits mostly inhibitors; 270,000 compounds, 0.23% hits; AID 1768, 2009; Menin + Texas Red MLL mutant peptide, fluorescence polarization; active means well fitted inhibition curve with a large enough effect in the polarisation, with a control signal flat, not every such curve was filed as active; inconclusive means small, poorly fitted or top-dose-only effect, or effect the other way, or a change in a side signal; inactive means no such curve, though single readings can be large or run the other way; the % refers to the polarisation; further: potency means the concentration at half of the fitted maximal effect; % of control where 0% means no effect; many of its hits are not listed in these tables
Target sequence (O00255 whole entry, looked up): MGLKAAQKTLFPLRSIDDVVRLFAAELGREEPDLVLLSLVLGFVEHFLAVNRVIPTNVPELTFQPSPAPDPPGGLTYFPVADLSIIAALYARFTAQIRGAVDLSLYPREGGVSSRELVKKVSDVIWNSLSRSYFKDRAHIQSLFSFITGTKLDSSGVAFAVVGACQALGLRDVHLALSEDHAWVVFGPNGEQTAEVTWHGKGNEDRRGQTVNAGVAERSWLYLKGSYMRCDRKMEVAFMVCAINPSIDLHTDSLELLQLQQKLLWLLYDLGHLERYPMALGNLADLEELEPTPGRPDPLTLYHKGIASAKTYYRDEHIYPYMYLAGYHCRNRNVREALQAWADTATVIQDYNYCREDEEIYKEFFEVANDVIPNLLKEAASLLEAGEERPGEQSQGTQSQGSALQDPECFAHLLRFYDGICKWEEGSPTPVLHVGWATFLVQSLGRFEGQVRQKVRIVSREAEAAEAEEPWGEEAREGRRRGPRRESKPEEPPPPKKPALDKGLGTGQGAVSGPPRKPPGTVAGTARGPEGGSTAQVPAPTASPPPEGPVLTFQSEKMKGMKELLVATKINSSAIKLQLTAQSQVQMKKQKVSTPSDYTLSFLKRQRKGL
Rab9 promoter act = qHTS Assay for Rab9 Promoter Activators; Huh7 Rab9 promoter-luciferase reporter, luminescence, 24 h; Potency, µM (top dose mostly 9.22 µM), inactives show top-dose activation, negative = inhibition, actives largely listed as activators; 320,000 compounds, 2.8% hits; further: potency means the concentration at half of the fitted maximal effect; % of control where 0% means no effect; nearly all actives have a fitted effect of over 60% in size
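Measured in stably transfected Huh7 cells bearing a Rab9 promoter–luciferase construct: 24 h compound treatment at 37 °C, followed by luminescence detection.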
MBNL1 CUG block = qHTS Assay for Inhibitors of MBNL1-poly(CUG) RNA binding | 280,000 compounds, 0.036% hits | Muscleblind-like protein 1 (Homo sapiens), Q9NR56 | Potency, µM (series often up to 57.5 µM), without a hit: top-dose activity change, negative = inhibition, most hits filed as inhibitors | TR-FRET MBNL1-His/biotin-(CUG)12 binding, 665/545 ratio | AID 2675, 2010; active means well fitted inhibition curve with a large enough effect in the signal ratio, with a control signal flat, not every such curve was filed as active; inconclusive means small, poorly fitted or top-dose-only effect, or effect the other way, or a change in a side signal; inactive means no such curve, though single readings can be large or run the other way; the % refers to the signal ratio; further: potency means the concentration at half of the fitted maximal effect; on the % scale 0 is the no-effect control and ±100 the full control effect
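Compound titration spanned 92 nM–58 uM against the MBNL1-His/biotin-(CUG)12 complex. After 60 min at room temperature with 5 nM streptavidin-XL665 and 0.055 ng/ul terbium anti-His, ratiometric 665/545 nm emission (Ex 340 nm) normalized to controls.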
NPC1 promoter act = qHTS Assay for NPC1 Promoter Activators; Potency, µM (highest dose often 9.22 µM), for the others: at the highest dose activation, hits mostly activators; AID 485313, 2010; Huh7 NPC1 promoter luciferase reporter, 24 h; 320,000 compounds, 2.4% hits;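 further: potency means the concentration at half of the fitted maximal effect; % of control where 0% means no effect; nearly all actives have a fitted effect of over 60% in size; reporter is driven by a mutant NPC1 promoter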
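Compounds in DMSO were transferred onto Huh7 NPC1-luciferase reporter cells pre-incubated 2 h; after 24 h at 37 °C, Amplite reagent was dispensed and luminescence recorded 10 min later.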
* hit, by the source's call; ? = inconclusive; / = not tested or not shown; [ ] = remark or other dose. Unless noted, the call rests on the fitted dose curve; in most records, active means well fitted curve in the direction sought with a large enough effect; inconclusive means small, poorly fitted or top-dose-only effect, or another doubt; inactive means no such curve, though single readings can be large; an effect the other way counts as inactive or inconclusive. An excerpt, so the mix of outcomes need not match the whole.

SMILES	FLuc modulator	Gal4-VP16 FLuc	RORgamma inh	PKM2 activator	ELG1 DNA repair	KCNH2 3.1 block	Mito fusion act	Menin-MLL TR inh	Rab9 promoter act	MBNL1 CUG block	NPC1 promoter act
Cc1cc(=O)[nH]c2ccccc12	4%	-4%	-4%	0%	?	5	-3%	5%	16%	-6%	5%
Cc1ccc2cc(C)c3nnc(SCC(=O)Nc4nc5c(s4)CCCC5)n3c2c1C	-3%	-1%	42%	0%	-23%	9	-1%	/	3%	0%	3%
CC(C)N(C(=S)NCc1ccccc1)C(C)C	-1%	11µM*	7.1µM*	-6%	-3%	3	-15%	-7%	0%	0%	-7%
CC(C)(C)c1ccccc1NC(=O)c1ccc(-n2cncn2)c([N+](=O)[O-])c1	-1%	/	/	/	1%	-17	4%	/	-1%	/	-2%
CCN(C(=O)COC(=O)c1ccc(C=O)cc1)c1c(N)n(Cc2ccccc2)c(=O)[nH]c1=O	1%	/	/	/	-1%	-7	-4%	/	-2%	/	?
O=C(Nc1ccc(Cl)cc1)Nc1ccc(N2CCCC2)c(S(=O)(=O)Nc2ccccc2Cl)c1	8%	?	-104%	4%	17%	-1	5%	?	-20%	/	-8%
O=C(CNc1cccc(S(=O)(=O)N2CCCC2)c1)Nc1cccc(Br)c1	-2%	/	/	/	?	-1	2%	/	-19%	/	-2%
Cc1cc(-c2nnc(SCC(=O)Nc3ccccc3)n2C)no1	-2%	3%	27%	27%	-4%	1	-2%	/	-9%	/	-3%
O=C1/C(=C/c2cccc(Br)c2)SC(=S)N1CCC(=O)N(CCO)c1ccccc1	?	-12%	-6%	-7%[11.5 µM]	?	-3	3%	1%	-15%	4%	-5%
COc1ccc(N2CCN(C(=O)c3ccc(S(=O)(=O)N4CCCC4)cc3)CC2)cc1	0%	-3%	3%	/	-3%	-10	-3%	/	-3%	-5%	-1%
COc1cc(O)cc2cc3c(c(O)c12)C(=O)CC(C)(O)O3 (stereo unspecified)	?	9%	-3%	0%	?	7	6%	/	17%	?	?
Nc1ccc(C(=O)c2cccs2)cn1	-12%	8%	27%	-5%	?	-3	1%	4%	-4%	1%	3%
O=C(Nc1ccc(-c2cn3ccsc3n2)cc1)C1CC1	2.7µM*	?	?	-22%	?	5	-7%	-6%	1.6µM*	0%	2.2µM*
Cc1nnc(SCC(=O)Nn2cnnc2)s1	-1%	-2%	4%	-11%	-5%	10	4%	-4%	4%	-11%	8%
CC(C)Cc1nc(SCC(=O)Nc2nnc(CC(C)C)s2)n[nH]1	-1%	1%	-15%	-2%	9%	-1	-4%	/	10%	1%	-4%
Cc1ccsc1C(C(=O)NC(C)(C)C)N(Cc1ccco1)C(=O)c1csnn1 (stereo unspecified)	-1%	17%	9%	-5%	10%	14	8%	15%	-1%	0%	-2%
O=C(Cc1ccc(Cl)cc1)SCc1ccccc1	?	/	/	/	21%	-3	-2%	/	-1%	/	-4%
Cc1ccc(N2CC(O)=C(c3ccccc3)C2=N)cc1	1%	-3%	2%	1%	7%	-10	-3%	-2%	14%	-2%	1%
O=C(NNS(=O)(=O)c1ccccc1)c1cnn(-c2ccccc2)c1-n1cccc1	2%	11%	2%	-1%	-8%	-3	0%	-20%	-2%	-1%	2%
CCC(=O)Nc1nnc(CSCc2ccc(F)cc2)s1	1%	1%	18%	-3%	?	-3	0%	2%	-1%	4%	0%
Cn1c(SCC(=O)N2CCCCCC2)nc2c([nH]c3ccccc32)c1=O	3%	-6%	-27%	-1%	-10%	3	1%	-29%	-3%	-8%	-2%
O=c1[nH][nH]cc1C=Nc1ccc(Cl)cc1	0%	-5%	-26%	-5%	-8%	-3	-10%	4%	2%	-1%	-3%
Cc1ccc(-n2nc3c(c2NC(=O)C(C)C)CS(=O)(=O)C3)c(C)c1	-2%	6%	-12%	/	-5%	12	14%	8%	-1%	-6%	2%
Cc1nc(COC(=O)c2cc(O)c3ccccc3c2O)cs1	5.4µM*	-13%	?	?	0%	21	-8%	?	4%	?	-2%
CC(C)(C)NC(=O)c1ccncc1	-2%	8%	?	1%	-17%	12	-1%	-5%	-6%	-3%	-1%
SMILES	FLuc modulator	Gal4-VP16 FLuc	RORgamma inh	PKM2 activator	ELG1 DNA repair	KCNH2 3.1 block	Mito fusion act	Menin-MLL TR inh	Rab9 promoter act	MBNL1 CUG block	NPC1 promoter act
CCOc1cc2c3c(c1)C1(C(=O)N3C(C)(C)C=C2C)C(C#N)=C(N)Oc2cc(O)ccc21 (stereo unspecified)	-1%	-13%	?	-2%	-12%	14	14%	1%	1%	-6%	-4%
CCc1c(C2(O)CCCCC2)[nH]c2cnccc12	-9%	/	/	/	5%	13	-1%	/	-8%	/	-2%
CN(C)CCCC1(O)c2ccccc2C=Cc2ccccc21	0%	5%	9%	?	-2%	-11	-3%	-8%	-5%	32%[activator]	1%
Cc1ccc(C(=O)NCCONC(=O)c2ccc(C)cc2)cc1	-13%	-3%	12%	3%	13%	1	-5%	-8%	2%	-4%	0%
O=c1c2cnn(-c3ccccc3)c2ncn1Cc1cccnc1	-2%	-3%	0%	30%	-6%	8	-1%	8%	-7%	-9%	2%
COc1cc(/C=N\NC(=O)CC#N)ccc1OC/C=C/c1ccccc1	1%	?	-128%	7%	-7%	-1	3%	-3%	9%	0%	-2%
N#CC(C#N)=C(N)/C(C#N)=C/c1cc(O)c(O)c(O)c1	?	/	/	/	1%	1	7%	/	2%	/	1%
O=C(O)CCCCCNC(=O)OCC1c2ccccc2-c2ccccc21	-17%	3%	-2%	/	-21%	0	-4%	4%	2%[1.84 µM]	-2%	-2%
CCC(C)NCCOCCOc1cc(C)c(Cl)c(C)c1 (stereo unspecified)	-1%	-5%[10 µM]	1%	-4%	0%	4	-4%	-13%	-2%	7%	-7%
CC1Cc2ccccc2N1C(=O)NC1CC(=O)N(c2ccc3c(c2)OCCO3)C1 (stereo unspecified)	-1%	-12%	3%	5%	?	25	-1%	1%	2%	-16%	-3%
CC(=O)N1CCN(S(=O)(=O)c2cccc(C(=O)Nc3ccccc3N3CCCCC3)c2)CC1	4%	/	/	/	3%	-22	12%	/	-4%	/	-3%
Cc1cccc(Cc2c(C)nc3c(C(=O)N4CCN(Cc5ccc6c(c5)OCO6)CC4)cnn3c2C)c1	3%	?	?	6%	-1%	-3	8%	?	-3%	0%	1%
COCC(=O)N(CCc1ccccc1)Cc1cc2cc(C)ccc2nc1Cl	-6%	1%	9%	2%	-13%	15	7%	-18%	2%	3%	-5%
Cc1ccc(C(=O)N/N=C\C2CC=CCC2)cc1[N+](=O)[O-] (stereo unspecified)	-19%	?	-38%	1%	2%	29	0%	/	-8%	?	1%
Clc1ccccc1/C=N/N1CCN(Cc2ccccc2)CC1	?	26%	16%	3%	8%	3	-10%	?	8%	-2%	16%
O=C(CSC1=NS(=O)(=O)c2cc(F)ccc2N1)NCc1ccccc1	-3%	/	/	/	8%	7	-1%	/	-3%	/	-1%
Cn1c(=O)c2c(ncn2CC(=O)Nc2nc(-c3ccc(F)c(F)c3)cs2)n(C)c1=O	-1%	-1%	7%	0%	2%	-1	1%	/	-1%	4%	-4%
C=CCNC(=O)c1onc(CSc2ccc(Cl)cc2)c1C(=O)NCC=C	-3%	-2%	19%	10%	-1%	/	10%	/	3%	-2%	-4%
CCOC(=O)c1cncc(O)c1	-3%	-2%	1%	0%	8%	27	2%	/	-6%	7%	1%
CN(Cc1ccccc1F)C(=O)CCNC(=O)c1ccc(C(C)(C)C)cc1	-22%	/	/	/	?	13	2%	/	-2%	/	1%
Cc1ccccc1S(=O)c1ccccc1C(=O)O (stereo unspecified)	2%	1%	11%	-1%	16%	-13	-3%	/	-1%	-3%	-5%
Cc1ccc(C(=O)NCCOC23CC4CC(CC(C4)C2)C3)cc1	-20%	-9%	16%	1%	/	-15	-9%	?	7%	12%	3%
